# Assay outcomes (PubChem)
# Dynein transport = blocks dynein driven cargo transport along microtubules; 3617.4 mouse cells, GR-EGFP nuclear translocation imaging; test concentration mostly 20 µM; stimulated with dexamethasone, 1 µM; active compounds read low; z-score, hits read low; 0.47% of 220,000 active;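 active = plate z-score of nuclear minus cytoplasmic receptor signal below a set negative limit, without overly bright fluorescence or cell loss, cut at about -3.5 in these data, passing the limit was not always enough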;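 also: z-score of nuclear minus cytoplasmic ring GR-EGFP intensity difference per well; some compounds called inactive have numbers as strong as hits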
#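 Buffer or medium: tet-free, stripped-serum medium; Also added: dexamethasone, 1.0 µM final; Technique: high-content fluorescence imaging after fixation; Times: 48 h induction, 1 h compound, 30 min dex at 37 °C; Read-out: per-cell GR-EGFP intensity, nucleus versus surrounding cytoplasmic ring, well-averaged.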
# Yfh1-depleted yeast = mitochondrial function rescue without frataxin homolog – Friedreich's ataxia, plus single-dose screen, dose response (AID 1465). S. cerevisiae Yfh1-off respiration, WST-1 reduction, 72 h; higher fold induction means a stronger effect. fold induction at 50 µM, or EC50 in µM where a hit was titrated. 0.074% of 220,000 active;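 active = fold induction of absorbance versus untreated yeast above a set limit, then at least 30% activation at any dose in follow-up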;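 also: activators that raise dye reduction in frataxin-depleted yeast; strong numbers were not always called active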
# WT yeast gro inh = growth inhibition of WT yeast, mitochondrial fusion screen. 2.1% of 190,000 active. mitochondrial fusion phenotypic screen, WT strain. inhibition, % at 10 µM; in the data active = inhibition above about 58%; tested in S. cerevisiae
# Autophagy HCS = alters autophagy in cells. MEF GFP-LC3 puncta imaging; test concentration mostly 10 µM. calls only at 10 µM (by protocol). 0.98% of 190,000 active;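 active = percentage of spot-positive cells more than 3 SD above its plate mean, without a fluorescence outlier flag or 80% toxicity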;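 also: spot-positive cell cutoff set from DMSO-treated cells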
# human PMI inhibition = inhibitors of human PMI, primary screen, biochemical, fluorescence intensity, coupled assay (AID 1209) | purified PMI enzyme, coupled fluorescence intensity; higher % means a stronger effect | inhibition, % at 20 µM; hits with a dose series show IC50 in µM | 0.42% of 190,000 active;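 also: plate controls were DMSO vehicle for no effect and wells lacking substrate for full effect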
# Insulin prom up = MIN6 insulin promoter up-regulation. MIN6 insulin promoter-GFP reporter, high-content imaging; active compounds read high. 0.3% of 190,000 active. AID 1625. z-score at 5 µM;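 active = z-score above 3 at 5 µM with at least 500 cells counted in the well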
# MT stabilizer = microtubule stabilizers in HeLa cells. % tubulin-high responders, % at 10 µM. 0.83% of 200,000 active. HeLa tubulin immunostaining HCS, 24 h; share of cells brighter than vehicle mean+2SD;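 active = plate Z-score above 3 for both tubulin-high and condensed-nucleus cell shares, with cell loss under 80%, at 10 µM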;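 also: anti alpha tubulin signal scored within the nucleus-defined area of each cell; some results filed as inactive read as strong as hits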
# PMI inhibition = MPI inhibition at elevated mannose 6-phosphate – biochemical, fluorescence intensity, high mannose 6-phosphate, primary screen (AID 1220); recombinant PMI enzyme, coupled fluorescence intensity; higher % means a stronger effect; inhibition, % at 20 µM, or IC50 in µM where a hit was titrated; 0.66% of 190,000 active
# bCat nuc transl = alters nuclear translocation of beta-catenin in HeLa cells | nuclear translocation activity, % at 5 µM | immunofluorescence imaging | 0.3% of 190,000 active;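 active = nuclear translocation activity above 50% at 5 µM, with a well cell count of 50 or more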;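 also: per-cell ratio of nuclear to cytoplasmic median beta-catenin stain intensity; plate controls were DMSO negative control for no effect and GSK-3 inhibitor IX positive control for full effect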
#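 Read-out: Nuclear/cytoplasmic beta-catenin signal ratio, % activation | Assay system: Human HeLa cell line | Times: 24 h compound exposure at 37°C, 5% CO2 | Signal: Fluorescence imaging of beta-catenin antibody stain plus DAPI | Dosing: 5 µM primary, 0.02–20 µM confirmation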
# WT yeast gro inh mutant strain = recorded beside WT yeast gro inh, whose call it bears; inhibition, %; mitochondrial fusion phenotypic screen, mutant strain inhibition
# Dynein transport cytoplasmic EGFP = also measured in Dynein transport; calls as there; z-score; measured here: cytoplasmic GR-EGFP intensity; active compounds read high
# Dynein transport nuclear GR-EGFP = also measured in Dynein transport; calls as there; z-score; measured here: nuclear GR-EGFP intensity;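 lower value marks the stronger effect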
# Dynein transport cell count = also measured in Dynein transport; calls as there; z-score; measured here: cell count per field
# Insulin prom up cell count = recorded beside Insulin prom up, whose call it bears; cell count; measured here: cytotoxicity, nuclei count;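 total cells summed across four imaged fields per well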
# bCat nuc transl cell count 5 µM = recorded beside bCat nuc transl, whose call it bears; cell count; measured here: cell count, cytotoxicity flag
# MT stabilizer Hoechst-high % = further read-out of MT stabilizer, marked with its call; % Hoechst-high responders; measured here: nuclear condensation Hoechst responders;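 share of cells brighter than vehicle mean plus two SD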
# MT stabilizer cytotoxicity % = second read-out of MT stabilizer, no call of its own (marks repeat the call); toxicity, %; measured here: cytotoxicity by cell density;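 0% = mean cell density of plate MIN control wells and 100% = no cells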
# Autophagy HCS cell loss 18 h = recorded beside Autophagy HCS, whose call it bears; toxicity, %; measured here: cell loss, nuclei count;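 cell loss after 18 h compound exposure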
# * marks the source's active call; other numbers are inactive results; i = inactive; · = not tested or not shown. Rule as the data show it, unless noted: active = inhibition above about 50%; inactive = the rest. Not a hit list. Share with any hit: about 5%.
SMILES,Dynein transport,Dynein transport cytoplasmic EGFP,Dynein transport nuclear GR-EGFP,Dynein transport cell count,Yfh1-depleted yeast,WT yeast gro inh,WT yeast gro inh mutant strain,Autophagy HCS,Autophagy HCS cell loss 18 h,human PMI inhibition,Insulin prom up,Insulin prom up cell count,MT stabilizer,MT stabilizer Hoechst-high %,MT stabilizer cytotoxicity %,PMI inhibition,bCat nuc transl,bCat nuc transl cell count 5 µM
O=C(c1c(F)c(F)c(F)c(F)c1F)N1CCN(c2cccc(C(F)(F)F)c2)CC1,-1.3,-0.25,-0.43,1,i,11,-6,i,2,26%,0.3,1224,5.6,2.5,4.3,16%,·,·
COc1ccccc1N1CCN(C2CCN(C(=O)c3cccc(F)c3)CC2)CC1,-0.61,0.75,0.5,-1.8,i,-7,-27,i,5,-4%,-0.11,1370,2.6,1.8,9.5,-1%,-3.9,598
CCc1cc2c(SCC(=O)c3ccccc3)ncnc2s1,-0.53,-0.19,-0.39,0.87,i,23,10,i,3,2%,·,·,3.2,1.4,5.0,-3%,·,·
CC(=O)NC(N1CCCCC1)C(F)(F)C(F)(F)C(F)(F)C(F)F (stereo unspecified),-0.73,-0.22,0.038,0.72,i,-23,0,i,10,-1%,0.5,1232,4.4,3.0,16,3%,-3.5,926
Cc1ccc(C(=O)/C=C/Nc2ccc([N+](=O)[O-])cc2Br)cc1,0.051,-0.21,-0.28,-0.7,i,7,6,i,15,-7%,-1.4,960,2.5,1.5,3.9,-11%,0.9,1465
Cc1cc([N+](=O)[O-])ccc1NCc1ccccc1,0.83,-0.22,0.78,-0.32,i,10,14,i,24,10%,-0.11,1606,2.4,2.3,4.8,12%,5.1,1121
O=C(CSc1nc2ccccc2s1)N/N=C/c1ccccc1C(=O)O,-0.38,-0.24,-0.2,0.039,i,·,·,·,·,·,1,1462,·,·,·,·,-0.3,1317
C/C(=N\NC(=O)Cn1nc(C)c([N+](=O)[O-])c1C)c1ccco1,-0.55,-0.21,0.14,0.38,i,·,·,·,·,·,-0.69,1154,·,·,·,·,0.4,1283
CCc1ccc(-c2cc(C(=O)Nc3ccc(S(=O)(=O)NC(C)=O)cc3)c3ccccc3n2)cc1,-0.017,-0.23,0.52,1.1,i,-1,6,i,3,-7%,1.9,1119,3.5,2.0,8.6,-21%,2.2,1438
O=C(CN1C(=O)c2ccccc2S1(=O)=O)NCCSc1ccccc1,-0.38,-0.25,0.1,-0.27,i,1,13,i,8,2%,-0.43,1262,4.6,2.0,9.7,-2%,-7.5,999
CC(C)=CCC/C(C)=C/COc1ccc2ccc(=O)oc2c1,0.4,-0.22,0.39,0.025,i,61*,27*,i,-14,11%,0.08,1280,4.5,1.4,8.5,2%,-2.1,1137
CCOC(=O)C1(C)NC(c2cc(OC)c(OC)c(OC)c2)C2C(=O)N(CC)C(=O)C21 (stereo unspecified),0.64,-0.11,0.65,-1.4,i,12,0,i,21,-9%,-0.68,1510,4.0,2.7,8.6,-7%,-3.2,998
CCN(CC)C(=O)c1[nH]cnc1C(=O)N[C@@H](CCCCNC(=O)OC(C)(C)C)C(=O)OC(C)(C)C,-0.17,-0.29,0.19,0.24,i,7,-4,i,5,0%,-0.07,1650,1.4,1.1,4.7,-5%,-0.8,1085
O=C(/C=C/c1ccccc1)N/C(=C/c1ccccc1)C(=O)NCCCO,1.2,-0.19,0.57,-0.17,i,9,11,i,7,7%,0.02,1235,1.8,1.4,3.3,11%,2.2,502
CC(C)CC(=O)NCCc1ccncc1,0.53,-0.17,0.61,-0.98,i,-9,-1,i,4,5%,1.2,862,1.8,1.1,9.8,0%,·,·

# Taken from above.
# In MT stabilizer Hoechst-high %, `CCc1cc2c(SCC(=O)c3ccccc3)ncnc2s1` has the entry 1.4
# In Dynein transport nuclear GR-EGFP, `CCc1ccc(-c2cc(C(=O)Nc3ccc(S(=O)(=O)NC(C)=O)cc3)c3ccccc3n2)cc1` has the entry 0.52
# In Dynein transport, `O=C(/C=C/c1ccccc1)N/C(=C/c1ccccc1)C(=O)NCCCO` has the entry 1.2
# In MT stabilizer, `CC(C)CC(=O)NCCc1ccncc1` has the entry 1.8

# Following part:
SMILES,Dynein transport,Dynein transport cytoplasmic EGFP,Dynein transport nuclear GR-EGFP,Dynein transport cell count,Yfh1-depleted yeast,WT yeast gro inh,WT yeast gro inh mutant strain,Autophagy HCS,Autophagy HCS cell loss 18 h,human PMI inhibition,Insulin prom up,Insulin prom up cell count,MT stabilizer,MT stabilizer Hoechst-high %,MT stabilizer cytotoxicity %,PMI inhibition,bCat nuc transl,bCat nuc transl cell count 5 µM
O=C(CSc1nnc2scc(-c3ccc(F)cc3)n12)NCc1ccco1,-0.71,-0.41,-0.24,0.64,i,6,8,i,1,-4%,·,·,3.4,2.8,6.9,1%,-4.5,1027
CN1CCc2c(sc3c2C(=O)NC(c2ccc(-c4cccc(Cl)c4)o2)N3)C1 (stereo unspecified),0.93,0.81,1.1,-1.6,·,13,-4,i,8,10%,1.3,1292,2.7,1.0,9.9,21%,0.0,1167
COC(=O)c1[nH]c2ccc(F)cc2c1NS(=O)(=O)c1ccc(OC)cc1OC,0.43,-0.23,0.39,0.23,i,15,-3,i,7,8%,·,·,2.4,1.9,4.1,5%,-1.3,1124
COc1cc2c(cc1OC)C(c1cc3cc4c(cc3[nH]c1=O)OCO4)N(C(=O)C(C)C)CC2 (stereo unspecified),0.3,-0.22,0.0019,-0.69,i,-16,8,i,0,2%,·,·,5.5,2.7,6.6,7%,2.9,566
O=C(NC1CCCCC1)N1CCN(S(=O)(=O)c2ccc(F)cc2)CC1,-0.13,-0.24,-0.26,0.63,i,0,8,i,3,5%,-0.24,1524,4.9,1.8,1.7,1%,1.5,990
Cc1cc(NC(=O)CCCN2C(=O)/C(=C/c3cccs3)SC2=S)no1,-0.41,-0.18,-0.4,-0.37,·,6,0,i,19,9%,0.12,1226,1.9,2.6,5.3,0%,·,·
COc1cccc2c(=O)n(CC(=O)Nc3cccc(F)c3)ccc12,-0.42,-0.19,-0.22,-0.012,i,5,5,i,7,3%,3.4*,743*,8.8,2.4,6.1,-6%,·,·
CCOC(=O)c1[nH]c2ccccc2c1NC(=S)Nc1cc(C)ccc1C,0.47,-0.19,1.3,-0.79,·,4,-7,i,-2,6%,0.35,1029,3.2,3.5,10,-7%,-3.1,553
O=C(O)C1CCCN1c1ncnc2c1oc1ccccc12 (stereo unspecified),-0.03,-0.15,-0.66,0.33,i,6,-13,i,-2,19%,·,·,2.0,1.7,0.7,11%,-0.5,1059
CCCn1c(SCC(=O)Nc2nnc(CC)s2)nnc1-c1ccco1,-0.51,-0.34,-0.075,0.48,·,-4,-4,i,15,4%,-0.7,1255,2.8,1.3,1.3,2%,1.4,1177
CCCc1c(O)c2ccccc2n(-c2ccccc2)c1=O,-0.52,-0.22,-0.37,0.29,i,-16,-6,i,-32,-7%,·,·,3.1,1.2,5.3,-9%,·,·
CCCNC(=O)c1noc2c1CCc1cc(OC)ccc1-2,2.4,-0.21,1.6,-1.8,i,5,-4,i,-34,13%,-0.12,1234,3.3,1.5,4.4,26%,-0.7,1149
Cc1nc(C(=O)NC2CC2)sc1C1(C)CC(c2ccccc2)=NO1 (stereo unspecified),0.99,-0.63,0.63,-1.2,i,·,·,·,·,·,0.08,830,·,·,·,·,-0.3,1333
O=c1cc(-c2cccc(Br)c2)nc(-c2ccccc2F)o1,-0.58,-0.16,-0.38,-0.27,i,-8,12,i,0,-10%,0.23,1251,2.2,3.2,6.4,-7%,-0.5,957
O=C(COC(=O)CCc1ccccc1)Nc1ncc(Cl)cc1Cl,0.93,-0.26,0.76,0.66,i,0,-5,i,1,-3%,-0.01,1004,0.9,1.1,2.2,-1%,-2.1,1133

# Overlap with the part before: 3 entries; new compounds follow.
SMILES,Dynein transport,Dynein transport cytoplasmic EGFP,Dynein transport nuclear GR-EGFP,Dynein transport cell count,Yfh1-depleted yeast,WT yeast gro inh,WT yeast gro inh mutant strain,Autophagy HCS,Autophagy HCS cell loss 18 h,human PMI inhibition,Insulin prom up,Insulin prom up cell count,MT stabilizer,MT stabilizer Hoechst-high %,MT stabilizer cytotoxicity %,PMI inhibition,bCat nuc transl,bCat nuc transl cell count 5 µM
Cc1nc(C(=O)NC2CC2)sc1C1(C)CC(c2ccccc2)=NO1 (stereo unspecified),0.99,-0.63,0.63,-1.2,i,·,·,·,·,·,0.08,830,·,·,·,·,-0.3,1333
O=c1cc(-c2cccc(Br)c2)nc(-c2ccccc2F)o1,-0.58,-0.16,-0.38,-0.27,i,-8,12,i,0,-10%,0.23,1251,2.2,3.2,6.4,-7%,-0.5,957
O=C(COC(=O)CCc1ccccc1)Nc1ncc(Cl)cc1Cl,0.93,-0.26,0.76,0.66,i,0,-5,i,1,-3%,-0.01,1004,0.9,1.1,2.2,-1%,-2.1,1133
Cc1ccc(C)c(S(=O)(=O)C(C#N)c2nc3ccccc3nc2N2CCOCC2)c1 (stereo unspecified),-0.88,-0.21,-0.43,0.95,i,-5,-10,i,-6,-20%,0.27,1201,2.2,1.8,5.9,-65%,·,·
O=C(CSc1nnnn1C1CCCCC1)Nc1ccc2c(c1)OCO2,0.32,-0.18,0.13,-0.45,i,-3,2,i,6,24%,0.73,1276,3.3,1.7,0.2,15%,-5.3,1165
COc1ccccc1NC(=O)c1nn(-c2ccc(Cl)cc2)ccc1=O,0.23,0.19,-0.38,0.045,i,-9,1,i,8,14%,0.31,1855,2.0,1.4,1.3,7%,-1.3,1100
O=C(c1cc2cc(Br)ccc2oc1=O)N1CCN(c2ccccn2)CC1,-0.35,-0.21,0.13,0.55,i,-1,-19,i,-6,10%,·,·,3.4,1.6,2.6,7%,1.1,1093
O=C(COC(=O)Cc1c[nH]c2ccccc12)Nc1ccccc1,-1.1,-0.3,-0.86,0.54,i,-9,-23,i,-7,13%,-0.03,1504,3.5,2.3,6.0,1%,-2.8,1101
